PglD DTNB: inhibitors of Campylobacter jejuni PglD acetyltransferase. 360,000 tested, 0.098% active. inhibition, % at 12.5 µM. purified PglD enzyme, DTNB colorimetric CoA detection; in the data active = inhibition above about 16%, passing the limit was not always enough; note: strong numbers were not always called active
GSIS activator: GLuc luminescence reporter in INS-1E cells, primary screen for activators of glucose-dependent secretion of insulin. INS-1E GLuc reporter insulin secretion, 2-3 h. activation, % at 16.6 µM. 370,000 tested, 0.61% active;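 active = lowest replicate activation of at least 40%, so every replicate reaches that level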;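 note: 0% = median of neutral control wells and 100% = median of IBMX positive control wells; some compounds called inactive have numbers as strong as hits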
FN deposit inh: fibronectin deposition inhibition; AH1F fibroblasts, Alexa488-fibronectin deposition fluorescence, overnight; inhibition, % at 12.6 µM; 350,000 tested, 0.086% active;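 active = mean inhibition across replicates of 30% or more, regardless of how many single replicates reach that level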;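 note: positive control wells lacked labelled fibronectin entirely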
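test system = AH1F fibroblasts assembling fluorescent fibronectin matrix | quantity = 10000 AH1F cells per well | buffer or medium = DMEM plus 2% serum, read in PBS | doses = single dose, pinned | incubation = 1 h cell attachment, overnight exposure to compound and label | detection = fluorescence at 485 nm excitation, 525 nm emission | read-out basis = inhibition from reduced deposited-fibronectin fluorescence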
PGC1a acetyl inh: PGC1a acetylation modulation, inhibitor mode | U2OS PGC1a acetylation, AlphaScreen anti-acetyl-lysine; with virally co-expressed GCN5 acetyltransferase | inhibition, % at 15.6 µM | 350,000 tested, 0.17% active;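 active = every replicate shows inhibition of at least 40%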;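 note: 0% = neutral control wells and 100% = positive control wells; some results beyond the cut were filed as inactive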
Cneo AK release: causes C. neoformans cell lysis; adenylate kinase release luminescence, 4 h; normalised: neutral wells 0, clomiphene wells 100; lysis activity, % at 15 µM; 360,000 tested, 0.2% active; AID 651654;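 active = mean lysis activity across replicates of at least 80%, whatever share of replicates individually reach that level; inactive = mean lysis activity below 80%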
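Test system: log-phase Cryptococcus neoformans yeast cells. Input: 5 × 10^6 yeast cells/mL. Medium: fresh YPD growth medium. Doses: single dose. Incubation: static 4 h at 37 °C with compound, 1 h detection. Measured by: luminescent adenylate kinase detection reagent. Read-out: signal increase indicating cell lysis. Benchmarks: Clomiphene.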
C2C12 statin: protects C2C12 myotubes from simvastatin toxicity; rescue of ATP level, % at 7.49 µM; ATP luminescence, 48 h; scaled: DMSO 0, geranylgeraniol control 100; 330,000 tested, 0.78% active;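 active = mean ATP rescue above about 67%, or every replicate alone reaching that limit, limit read from the data, passing the limit was not always enough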;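 note: myotubes were challenged with 10 µM simvastatin during compound exposure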
F508del corr: correctors of CFTR F508del function in bronchial epithelial cells. 350,000 tested, 0.36% active. activity (quench increase), % at 7.58 µM. CFBE cells, YFP halide quenching; stimulated with forskolin plus potentiator P3; % fluorescence drop versus neutral controls. AID 720511;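 active = mean added fluorescence quench of at least 8% versus neutral control, with both replicates also reaching 8%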;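 note: cells transiently co-express mutant CFTR-F508del with the halide-sensitive YFP; corrector assay measuring rescue of mutant channel to the surface after 24 h compound exposure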
miR-122 sensor: miR-122 inhibition in Huh7 cells | AID 602342 | 340,000 tested, 0.3% active | Huh7 miR-122 Renilla luciferase sensor, 48 h; neutral wells = 0, positive control = 100 | activation (reporter increase), % at 12.5 µM;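 active = mean replicate activation score at least 90 and every replicate individually at or above 90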;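 note: higher luciferase means less miR-122 activity so hits act as miR-122 inhibitors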
The depositor's hits bear a star; · = no result given; [ ] = another dose, or the depositor's remark.

1) O=C(Nc1ccccc1)c1cc(C2CCCN(C(=O)C/C=C/c3ccccc3)C2)on1 (stereo not given)
2) Cc1ccccc1NC(=O)c1cccc(NC(=O)c2ccco2)c1
3) CCN(c1ccccc1)S(=O)(=O)c1ccc(C(=O)Nc2ccncc2)cc1
4) Cc1ccc(OC(=O)N(C)C[C@@H]2OCc3ccccc3-c3ccccc3C(=O)N([C@@H](C)CO)C[C@@H]2C)cc1
5) CC(=O)Nc1ccc(C(=O)N2CCCC(c3cc(C(=O)Nc4ccccc4)no3)C2)cc1 (stereo not given)
6) CCCCN(C=O)c1c(CC)nc2ccc(C(=O)NCCOc3ccc(OC)cc3)cn12
7) O=C(OCC(=O)N1CCN(C(=O)c2ccco2)CC1)c1ccc(Cl)nc1
8) CN(C)S(=O)(=O)c1ccc(C(=O)NCC2(N3CCCCC3)CCCCC2)cc1
screen / no.,1,2,3,4,5,6,7,8
PglD DTNB,-3,3,-4,-1,-1,-4,8,0
GSIS activator,16,0,-18,12,·,-2,·,-5
FN deposit inh,1,0,1,0,·,6,-7,-1
PGC1a acetyl inh,0,20,·,7,0,8,0,9
Cneo AK release,0,0,1,0,-3,-2,0,1
C2C12 statin,1,-10,-3,·,10,17,0,0
F508del corr,1.0,-1.4,3.5,-3.6,-1.0,-2.5,-0.3,-3.6
miR-122 sensor,-6,-12,5,·,0,10,-2,1

9) CCCn1c(=O)c2[nH]c(-c3ccc(S(=O)(=O)O)cc3)nc2n(CCC)c1=O
10) COc1ccc(CCNC(=O)COc2cc(C)cc3oc(=O)c(C)c(C)c23)cc1OC
11) COc1ccc(C2Nc3ccccc3C(=O)N2NS(=O)(=O)c2ccc(C)cc2)cc1OC (stereo not given)
12) Cc1ccccc1-c1csc(C(O)(c2ccccc2)C(F)(F)F)n1 (stereo not given)
13) O=C(Nc1nncs1)c1cccnc1Cl
14) CCCCn1nnnc1C(c1ccccc1)N1CCN(C/C=C/c2ccccc2)CC1 (stereo not given)
15) Cc1noc(C)c1NC(=O)N[C@@H]1CC[C@H](CC(=O)Nc2ccc(-c3ccccc3)cc2)O[C@@H]1CO
16) Cn1c(NC(=O)Cc2cccs2)cc(=O)n(C)c1=O
screen / no.,9,10,11,12,13,14,15,16
PglD DTNB,3,7,1,13,-6,3,3,1
GSIS activator,·,-1,-33,4,9,-27,6,17
FN deposit inh,5,·,10,-6,·,·,-3,4
PGC1a acetyl inh,4,-9,-4,-1,11,-6,19,-10
Cneo AK release,0,-1,0,0,-2,-2,1,0
C2C12 statin,2,-8,·,-58,·,4,12,·
F508del corr,3.8,0.8,0.3,2.1,·,5.9,-1.9,-1.1
miR-122 sensor,-3,-3,7,9,-5,-2,4[16.7 µM],-11

17) Cc1c(NC(=O)C2CC(c3ccc(F)cc3)=NO2)c(=O)n(-c2ccccc2)n1C (stereo not given)
18) CCOc1ccc(NC(=S)N(CCCN2CCOCC2)Cc2cn(C)c3ccccc23)cc1
19) COC(=O)c1cccc(NC(=S)NCc2ccco2)c1
20) COc1ccc(OC)c(C(=O)c2ccc(C(=O)O)cc2)c1
21) O=C(COC(=O)CNC(=O)c1ccc(Cl)cc1Cl)NC1CCCCC1
22) CC1CCN(C2(O)C(=O)Nc3ccc(Br)cc32)CC1 (stereo not given)
23) COCC#Cc1ccc([C@H]2[C@H]3CN(C(=O)Nc4cc(F)ccc4F)CCCCN3[C@H]2CO)cc1
24) COc1cccc(C#Cc2ccc([C@H]3[C@@H](C#N)N(C(=O)C4CCC4)[C@@H]3CO)cc2)c1
screen / no.,17,18,19,20,21,22,23,24
PglD DTNB,·,-3,-7,-2,-2,-1,-2,-1
GSIS activator,3,-10,4,·,4,4,-18,1
FN deposit inh,-3,8,11,·,-8,8,·,-10
PGC1a acetyl inh,10,10,4,·,-2,-3,3,-17
Cneo AK release,3,-20,3,0,-2,0,0,-5
C2C12 statin,3,·,4,5,·,9,-22,6
F508del corr,-1.2,·,-0.3,·,-5.8,0.1,-0.4,7.7
miR-122 sensor,-2,-4,8,-14,-1,2,-7[16.7 µM],·

25) CC(C)Cc1nnc(NC(=O)C2CCCN(C(=O)c3ccc(Cl)cc3)C2)s1 (stereo not given)
26) COc1ccc(-n2c(N)c(C(=O)NCc3cccnc3)sc2=S)cc1
27) CC(C)(C)c1ccc(-n2ncc3c2CCCC3NC(=O)C2=NNC(=O)CC2)cc1 (stereo not given)
28) C[C@H]1CN([C@@H](C)CO)C(=O)c2cccc(NS(=O)(=O)c3cccs3)c2O[C@@H]1CN(C)C(=O)Nc1cccc2ccccc12
29) O=C(C#Cc1ccccc1)Nc1cccc(F)c1
30) O=C(Nc1ccc2c(c1)[C@H]1C[C@@H](CC(=O)N3CCCCC3)O[C@H](CO)[C@H]1O2)C1CCOCC1
31) Cc1ccc(C)c(N2CCN(S(=O)(=O)c3ccc4c(c3)CCN4C(=O)CCC(=O)O)CC2)c1
32) O=C(NCN1CCc2ccccc2C1)c1ccccc1
screen / no.,25,26,27,28,29,30,31,32
PglD DTNB,1,0,8,2,2,0,6,-4
GSIS activator,15,3,12,7,-14,6,-3,·
FN deposit inh,1,2,7,-32,-4,·,8,-2
PGC1a acetyl inh,0,-5,·,-2,·,-8,-11,·
Cneo AK release,0,-1,-2,-2,-4,2,-4,-5
C2C12 statin,13,4,-10,8,159*,-2,-3,-7
F508del corr,7.7,·,-4.0,-1.1,0.3,-1.8,0.7,·
miR-122 sensor,-3,-8,·,-6[16.7 µM],·,4[16.7 µM],-4,-14

33) COc1cccc(CNn2cnnc2)c1OCc1ccccc1F
34) COc1cccc(OC)c1C(=O)NC(=S)N1CCCCC1c1cccnc1 (stereo not given)
35) COc1cccc(CNC(=O)C2CC(=O)N(c3ccc4c(c3)OCCO4)C2)c1 (stereo not given)
36) CCC1CC(/C(C)=N/NC(N)=O)OC1=O (stereo not given)
37) CCCCCCCCCCOC(=O)C[N+](C)(C)C/C=C(/C)Cl
38) Cc1[nH]n(-c2ccccc2)c(=O)c1Sc1ccc(Cl)cc1
39) Cc1ccccc1C(=O)Oc1cccc2c(O)cccc12
40) Fc1ccccc1N1CCN(C2CCN(Cc3c[nH]c4ccccc34)CC2)CC1
screen / no.,33,34,35,36,37,38,39,40
PglD DTNB,4,-5,4,3,-5,9,-2,1
GSIS activator,·,·,4,10,-30,2,-14,·
FN deposit inh,·,·,0,-15,-17,·,-1,·
PGC1a acetyl inh,8,-7,·,-17,·,-3,-15,-8
Cneo AK release,7,2,-2,0,0,-3,1,0
C2C12 statin,-6,-10,3,-2,·,0,11,2
F508del corr,·,1.0,1.0,-5.2,3.0,·,-1.7,·
miR-122 sensor,-1,-3,-4,-5,·,-3,5,0

41) CCOC(=O)C1=CCN(S(=O)(=O)c2ccccc2Cl)C1c1cccc(F)c1 (stereo not given)
42) Cc1cc2c(C)nc(-c3ccccc3)nc2o1
43) C[C@@H]1CN([C@@H](C)CO)C(=O)c2cc(NC(=O)c3ccncc3)ccc2O[C@@H]1CN(C)CC1CCCCC1
44) CC1(C)OC(=O)CC1C(=O)NCc1ccccc1 (stereo not given)
45) O=C(COc1ccc(Cl)cc1)NCCNC(=O)c1ccccn1
46) CCN(CCN(C)C)C(=O)C1CCN(S(=O)(=O)c2c(C)noc2/C=C/c2ccccc2F)CC1
47) Cc1ccc(NC(=O)c2ccc([N+](=O)[O-])o2)c(C)c1
48) O=C(O)CCC(NC(=O)c1cncc(O)c1)C(=O)O (stereo not given)
screen / no.,41,42,43,44,45,46,47,48
PglD DTNB,4,-7,-1,0,-6,-1,-2,-5
GSIS activator,-13,·,5,·,6,-4,2,·
FN deposit inh,-1,4,13,-1,2,5,·,13
PGC1a acetyl inh,-27,2,3,2,·,·,-21,-5
Cneo AK release,0,-2,-3,-2,1,1,1,0
C2C12 statin,5,·,5,-5,4,0,25,-3
F508del corr,0.9,·,1.7,·,-5.8,0.3,-4.4,·
miR-122 sensor,1,7,17[16.7 µM],3,·,·,-6,-13

49) COc1ccc(CC(=O)Nc2cc(S(=O)(=O)N3CCOCC3)ccc2N2CCCC2)cc1OC
50) Cc1cc(C(=O)Nc2ccc3c(c2)C(=O)N(C)[C@@H]2CC[C@@H](CC(=O)N[C@@H](C)c4ccccc4)O[C@@H]2CO3)no1
51) CCN1CCc2c(sc(NC(=O)CN3C(=O)c4ccccc4C3=O)c2C(N)=O)C1
52) C/C=C/c1ccc([C@H]2[C@H](CO)N(C(=O)CC)[C@H]2CNC(=O)C2CC2)cc1
53) Cc1c(O)cc2c(c1O)C(=O)CC(c1ccc(O)cc1)O2 (stereo not given)
54) O=C1C2CCC(C(O)C2)N1Cc1ccccc1 (stereo not given)
55) CCOC(=O)C1C(=O)CC(C)(O)C(C(=O)OCC)C1c1ccc([N+](=O)[O-])cc1 (stereo not given)
56) Cc1cc(NC(=O)/C(C#N)=C/c2ccc(-c3ccc(SC(F)F)cc3)o2)n(-c2ccccc2)n1
screen / no.,49,50,51,52,53,54,55,56
PglD DTNB,-7,2,6,4,-2,-2,·,-2
GSIS activator,·,3,-7,-3,2,·,8,6
FN deposit inh,·,9,-7,-14,·,1,7,6
PGC1a acetyl inh,13,9,5,8,0,-14,-8,-2
Cneo AK release,0,83*,2,3,-1,-1,·,0
C2C12 statin,-4,27,2,4,-4,0,3,-97
F508del corr,-0.5,-0.6,-3.3,-0.1,-0.6,·,1.4,0.4
miR-122 sensor,1,-17[16.7 µM],·,12[16.7 µM],6,-6,-8,-2

Four of these compounds in another layout.
51: CCN1CCc2c(sc(NC(=O)CN3C(=O)c4ccccc4C3=O)c2C(N)=O)C1
  PglD DTNB: 6 | GSIS activator: -7 | FN deposit inh: -7 | PGC1a acetyl inh: 5 | Cneo AK release: 2 | C2C12 statin: 2 | F508del corr: -3.3 | miR-122 sensor: ·

52: C/C=C/c1ccc([C@H]2[C@H](CO)N(C(=O)CC)[C@H]2CNC(=O)C2CC2)cc1
  PglD DTNB: 4 | GSIS activator: -3 | FN deposit inh: -14 | PGC1a acetyl inh: 8 | Cneo AK release: 3 | C2C12 statin: 4 | F508del corr: -0.1 | miR-122 sensor: 12[16.7 µM]

53: Cc1c(O)cc2c(c1O)C(=O)CC(c1ccc(O)cc1)O2 (stereo not given)
  PglD DTNB: -2 | GSIS activator: 2 | FN deposit inh: · | PGC1a acetyl inh: 0 | Cneo AK release: -1 | C2C12 statin: -4 | F508del corr: -0.6 | miR-122 sensor: 6

49: COc1ccc(CC(=O)Nc2cc(S(=O)(=O)N3CCOCC3)ccc2N2CCCC2)cc1OC
  PglD DTNB: -7 | GSIS activator: · | FN deposit inh: · | PGC1a acetyl inh: 13 | Cneo AK release: 0 | C2C12 statin: -4 | F508del corr: -0.5 | miR-122 sensor: 1

Following part
57) CO[C@@H]1CN(C)C(=O)c2cc(NS(=O)(=O)Cc3ccccc3)ccc2OC[C@@H](C)N(Cc2cccnc2)C[C@H]1C
58) COc1cccc(NC(=S)Nc2cccc3ccccc23)c1
59) Cc1ccccc1NC(=O)OCc1cccnc1Sc1ccc(Cl)cc1
60) COc1ccccc1OCC(=O)OCn1c(SC)nnc(C)c1=O
61) CC1CCCCN1CCNC(=O)C1CCCN(S(=O)(=O)c2cccc3nsnc23)C1 (stereo not given)
screen / no.,57,58,59,60,61
PglD DTNB,0,-1,-2,0,-6
GSIS activator,-29,11,-21,-6,-5
FN deposit inh,12,·,·,11,14
PGC1a acetyl inh,19,·,-12,18,1
Cneo AK release,17,-4,3,-5,2
C2C12 statin,5,-3,10,·,1
F508del corr,0.9,-0.4,·,·,-3.4
miR-122 sensor,·,5,9,-1,-1
